Screening data: PubChem, National Center for Advancing Translational Sciences (NCATS)
Pol kappa inh = qHTS for Inhibitors of Polymerase Kappa; purified Pol kappa, fluorescent DNA synthesis assay, 10 min; Potency, µM (highest dose often 107 µM), for inactives: top-dose activity, negative = inhibition, actives largely listed as inhibitors; DNA polymerase kappa (Homo sapiens), Q9UBT6; 400,000 compounds, 0.53% hits; note: potency is the fitted concentration of half-maximal effect; % is set by controls: 0 for no effect and ±100 for the full control effect
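Readout: fluorescence, taken kinetically at 0 and 10 min. Conditions: 10 nM Pol kappa, 15 min RT compound preincubation, 50 nM substrate final. Controls: enzyme-free buffer wells.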
Pol iota inh = qHTS for Inhibitors of Polymerase Iota; DNA polymerase iota (Homo sapiens), Q9UNA4; Pol iota fluorescent replication assay, 10 min; Potency, µM (top dose mostly 115 µM), for the others: at the highest dose activity, negative = inhibition, actives largely listed as inhibitors; 390,000 compounds, 1% hits; AID 588590, 2011; note: potency is the fitted concentration of half-maximal effect
Target sequence (Q9UNA4 whole entry, looked up): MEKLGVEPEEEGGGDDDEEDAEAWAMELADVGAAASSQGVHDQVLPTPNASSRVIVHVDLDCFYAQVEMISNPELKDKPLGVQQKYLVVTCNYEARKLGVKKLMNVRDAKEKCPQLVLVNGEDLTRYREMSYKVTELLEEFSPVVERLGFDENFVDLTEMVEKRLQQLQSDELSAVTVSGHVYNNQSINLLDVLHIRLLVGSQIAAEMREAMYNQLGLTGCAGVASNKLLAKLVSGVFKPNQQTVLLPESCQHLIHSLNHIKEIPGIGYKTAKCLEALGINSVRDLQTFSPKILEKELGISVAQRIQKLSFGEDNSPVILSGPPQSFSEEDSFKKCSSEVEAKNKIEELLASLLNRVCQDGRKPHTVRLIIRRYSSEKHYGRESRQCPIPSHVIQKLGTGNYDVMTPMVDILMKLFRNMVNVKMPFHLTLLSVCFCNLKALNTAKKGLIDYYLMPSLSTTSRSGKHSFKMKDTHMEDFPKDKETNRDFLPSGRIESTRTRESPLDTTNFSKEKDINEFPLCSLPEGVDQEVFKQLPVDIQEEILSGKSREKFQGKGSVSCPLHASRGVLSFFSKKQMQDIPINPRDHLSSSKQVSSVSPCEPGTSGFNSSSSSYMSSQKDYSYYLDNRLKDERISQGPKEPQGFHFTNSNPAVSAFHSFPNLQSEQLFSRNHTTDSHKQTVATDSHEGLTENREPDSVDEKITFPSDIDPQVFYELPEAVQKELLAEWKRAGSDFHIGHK
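Fluorescent replication assay read twice, at 0 min and 10 min after adding 50 nM (final) substrate. Enzyme (10 nM) and compounds were first incubated 15 min at room temperature; enzyme-free buffer wells were negative controls.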
Pol eta inh = qHTS for Inhibitors of Polymerase Eta | AID 588591, 2011 | DNA polymerase eta (Homo sapiens), Q9Y253 | 390,000 compounds, 1.2% hits | recombinant Pol eta, fluorescent DNA replication assay | Potency, µM (top dose mostly 114 µM), for inactives: at the top dose activity change, negative = inhibition, hits mostly inhibitors; note: potency is the fitted concentration of half-maximal effect; % is set by controls: 0 for no effect and ±100 for the full control effect
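Pol eta at 10 nM preincubated with compounds 15 min at room temperature; reaction started with fluorescent substrate (50 nM final) and read kinetically at 0 and 10 min.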
Apoferritin bind = qHTS Assay for Identification of Novel General Anesthetics. Ferritin light chain (Equus caballus), P02791. apoferritin/1-aminoanthracene competitive binding, fluorescence. Potency, µM (doses to about 77.5 µM), for inactives: at the highest dose activity change, negative = displacement, most hits filed as inhibitors. 350,000 compounds, 0.074% hits. AID 485281, 2010; note: potency is the fitted concentration of half-maximal effect; % is set by controls: 0 for no effect and ±100 for the full control effect; nearly all actives have a fitted effect of over 20% in size
Target sequence (P02791 2-175 limits assumed): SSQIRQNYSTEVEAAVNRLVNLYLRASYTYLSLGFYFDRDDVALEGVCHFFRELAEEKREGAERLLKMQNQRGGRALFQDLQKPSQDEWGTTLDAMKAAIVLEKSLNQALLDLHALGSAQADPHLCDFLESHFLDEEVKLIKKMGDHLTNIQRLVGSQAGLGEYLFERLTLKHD
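Horse-spleen apoferritin (10 uM) in 50% saturated 1-aminoanthracene in PBS was incubated 10 min at room temperature with compound. Fluorescence (ex 380, em 535 nm) was normalized to free and bound 1-AMA, with concentration-response fitted by a four-parameter Hill equation.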
APE1 inh = qHTS Assay for Inhibitors of the Human Apurinic/apyrimidinic Endonuclease 1 (APE1); recombinant APE1, TAMRA/BHQ-2 abasic DNA cleavage fluorescence; Potency, µM (top dose mostly 65.8 µM), for the others: top-dose activity change, negative = inhibition, usual class: inhibitors; 350,000 compounds, 0.35% hits; AID 2517, 2012;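 note: potency is the fitted concentration of half-maximal effect; plate controls were vehicle for no effect and reference inhibitor for full effect; nearly all actives have a fitted effect of over 55% in size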
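Compound pre-exposure to 0.75 nM APE1, 15 min at ambient temperature. Reaction initiated with 50 nM TAMRA/BHQ-2 THF substrate, read immediately in kinetic mode, 525 nm excitation, 598 nm emission.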
LDHA block = qHTS assay for inhibitors of human lactate dehydrogenase | 480,000 compounds, 0.15% hits | purified LDHA, NADH/diaphorase-resazurin fluorescence; active compounds read low | activity change, % (values are at about 110 or 230 µM) | L-lactate dehydrogenase A chain (Homo sapiens), P00338 | AID 1347041, 2019; in the data active = activity change below about -30%; inconclusive = mostly about -25% to -30%;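 note: plate controls were DMSO wells for no effect and wells without enzyme for full effect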
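Remaining NADH was detected by diaphorase (0.133 mg/mL) converting 37 µM resazurin to fluorescent resorufin, read at 0 and 20 minutes. The preceding 5-minute room-temperature reaction used 2 nM LDHA, 0.2 mM sodium pyruvate and 0.06 mM NADH at pH 7.4.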
Pol beta inh = qHTS Assay for Inhibitors of DNA Polymerase Beta; Pol beta primer extension/strand displacement, fluorescence kinetic; Potency, µM (top dose mostly 114 µM), for the others: top-dose activity change, negative = inhibition, actives largely listed as inhibitors; 340,000 compounds, 1.3% hits; AID 485314, 2010; note: potency is the fitted concentration of half-maximal effect; % is set by controls: 0 for no effect and ±100 for the full control effect
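Pol beta (10 nM) and compounds were preincubated 15 min at room temperature, then 50 nM substrate (final) started primer extension/strand displacement. Reads were taken at 0 and 10 min; concentration-response data were fitted to a four-parameter Hill equation.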
GRP78 ERSR act = qHTS for Inducers of the Endoplasmic Reticulum Stress Response (ERSR) in Human Glioma: qHTS; U87-MG GRP78 promoter luciferase reporter, 16 h; Potency, µM, without a hit: top-dose activation, most hits filed as activators; AID 602332, 2012; 420,000 compounds, 0.02% hits; note: potency is the fitted concentration of half-maximal effect; series mostly up to about 76 µM; % of control where 0% means no effect; nearly all actives have a fitted effect of over 35% in size
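ERSR induction read as luciferase luminescence (Bright-Glo, 10 min at room temperature) in stably transfected human U87-MG glioma cells exposed to compounds for 16 h, using GRP78 as sensor.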
BLM helicase inh = qHTS Assay for Inhibitors of Bloom's syndrome helicase (BLM); RecQ-like DNA helicase BLM (Homo sapiens), P54132; recombinant BLM DNA unwinding, fluorescence dequenching; Potency, µM (highest dose often 56.1 µM), for inactives: at the top dose activity change, negative = inhibition, usual class: inhibitors; 350,000 compounds, 0.2% hits; AID 2528, 2010;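 note: potency is the fitted concentration of half-maximal effect; plate controls were vehicle for no effect and no enzyme for full effect; nearly all actives have a fitted effect of over 35% in size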
* marks the source's active call; other numbers are inactive results; ? = inconclusive; . = not tested or not shown; & = joins results of further samples; [ ] = another dose, or the depositor's remark. Unless noted, calls come from the whole dose curve; as a rule, active = well fitted curve in the direction sought with a large enough effect; inconclusive = small, poorly fitted or top-dose-only effect, or another doubt; inactive = no such curve, though single readings can be large; an effect the other way counts as inactive or inconclusive.

SMILES	Pol kappa inh	Pol iota inh	Pol eta inh	Apoferritin bind	APE1 inh	LDHA block	Pol beta inh	GRP78 ERSR act	BLM helicase inh
CCCNCC1C(Oc2ccc(Cl)cc2)C(=O)N1c1ccccc1C (stereo unspecified)	-12%	82%[activator]	-23%	-6%	2%	-4	?	-2%	-2%
CN1CCN(S(=O)(=O)c2cccc(C(=O)N3CCc4ccccc43)c2)CC1	0%	-12%	-2%	-8%	3%	-9	5%	-4%	0%
Cc1ccc(CNC(=O)c2ccc(-c3nc(CS(=O)c4ccccc4)c(C)o3)cc2)cc1 (stereo unspecified)	-8%	19%	-4%	-7%	.	3	16%	-3%	-6%
COc1ccc(S(=O)(=O)N2CCOCC2)cc1NC(=O)CSc1cccc[n+]1[O-]	15%	3%	-15%	-4%	20%	1	6%	-1%	-3%
O=C(COc1ccc(S(=O)(=O)N2CCOCC2)cc1)N1CCOCC1	-14%	27%	-6%	.	-9%	-6	.	-7%	.
O=C(OCCN1C(=O)CCC1=O)c1ccc(S(=O)(=O)N2CCCCC2)cc1	-14%	8%	-13%	-10%	3%	1	7%	-3%	0%
CCc1ccccc1NC(=O)CCCSc1nc2ccccc2s1	0%	7%	-3%	-5%	-5%	-1	-2%	1%	1%
COc1ccc(C(=O)Nc2ccc3nc4n(c(=O)c3c2)CCCC4)cc1[N+](=O)[O-]	.	.	.	-1%	4%	.	8%	.	1%
COc1ccc(CN2CCN(CC3CC3)CC2CCO)c(C)c1C (stereo unspecified)	6%	-14%	-8%	-3%	15%	1	16%	-5%	-1%
Cc1cc(C(=O)Nc2sc(C)c(C)c2C#N)c(C)o1	-9%	-26%[58.9 µM]	-15%	-4%	0%	-6	-26%	-3%	-2%
CCCn1c(SCC(=O)Nc2cc(C(=O)O)ccc2C)nc2sc3c(c2c1=O)CCC3	-15%	1%	-12%	.	8%	-5	.	-4%	.
CSCCC(NC(=O)c1ccccc1Br)C(=O)N1CCN(C/C=C/c2ccccc2)CC1 (stereo unspecified)	5%	3%	0%	.	.	1	.	-4%	.
O=C1C=C(Nc2ccc(Cl)cc2)C(=O)N1c1ccc(Cl)cc1	-10%	11%	6%	-10%	4%	-4	-18%	-2%	-4%
Cc1cc(C)c2c(c1)NC(c1cc3c(cc1Br)OCO3)C1CC=CC21 (stereo unspecified)	-21%	8%	-21%	-8%	-1%	-11	11%	-5%	-7%
Cn1c(CCNC(=O)c2ccco2)nc2cc(NC(=O)COc3ccc(Cl)cc3)ccc21	-3%	-10%	-5%	-8%	.	-7	23%	-1%	-5%

Look-ups from the list:
O=C(OCCN1C(=O)CCC1=O)c1ccc(S(=O)(=O)N2CCCCC2)cc1 | BLM helicase inh: 0%
CCc1ccccc1NC(=O)CCCSc1nc2ccccc2s1 | Apoferritin bind: -5%
COc1ccc(C(=O)Nc2ccc3nc4n(c(=O)c3c2)CCCC4)cc1[N+](=O)[O-] | BLM helicase inh: 1%

Continuation.
SMILES	Pol kappa inh	Pol iota inh	Pol eta inh	Apoferritin bind	APE1 inh	LDHA block	Pol beta inh	GRP78 ERSR act	BLM helicase inh
Cn1ncc(Oc2ccc([N+](=O)[O-])cc2)c(Cl)c1=O	-4%	71%[activator]	-26%	-4%	-5%	-1	-4%	-3%	0%
COc1ccc(N2C(=O)CC(Sc3ccccc3C(=O)O)C2=O)c([N+](=O)[O-])c1 (stereo unspecified)	-5%	-3%	-13%	-15%	1%	7	10%	3%	-14%
Cn1c(=O)c2sccc2n2c(CCCC(=O)NC3CCN(Cc4ccccc4)CC3)nnc12	-15%	-13%	-13%	-8%	-12%	-3	18%	-1%	3%
COc1ccc2ccc3ccc(OC)c(OC(C)=O)c3c2c1	-15%	13%	-16%	.	.	8	.	0%	.
COc1cccc(-c2ccc3ncnc(NCc4ccc5c(c4)OCO5)c3c2)c1	-28%	?	-14%	.	7%&0%	-9	.	-2%	.
COc1cccc(NC(=O)CN(C)C(=O)c2ccccc2OCc2c(C)noc2C)c1	-10%	2%	-2%	.	-14%	-9	.	0%	.
c1ccc(CCc2ccccn2)cc1	-14%	58%[activator]	-7%	.	.	-9	.	1%	.
COCc1nc(-c2cc(OC)c(OC)c(OC)c2)no1	-6%	17%	-2%	-9%	4%	0	-21%	-5%	0%
CCCOc1ccc(Cn2cnc3ccccc32)cc1	-12%	14%	-8%	-7%	-2%	-3	-6%	4%	-11%
Cc1c(CCO)c(=O)oc2n[nH]c(-c3ccccc3)c12	7%	12%	-6%	-2%	-8%	-4	47%	-1%	0%
Cc1snc(SCC(=O)N/N=C(\N)COc2ccc(F)cc2)c1C#N	-1%	15%	-7%	-6%	-1%	-10	21%	-4%	0%
CCOc1ccc(N2C(=O)CC(N3CC(C)OC(C)C3)C2=O)cc1 (stereo unspecified)	-11%	?	-4%	8%	14%	-5	-7%	-5%	-1%
O=C(OCCOc1ccccc1)c1cccc(S(=O)(=O)N2CCOCC2)c1	-1%	-19%	-18%	.	11%	-2	.	-3%	.
COc1cc(N2CN=c3s/c(=C\c4ccccn4)c(=O)n3C2)cc(OC)c1OC	-12%	-1%	-12%	3%	7%	6	-1%	-5%	-1%
CCOC(=O)c1c(C)oc(NC(=O)COc2ccc(Cl)cc2C)c1C#N	-12%	21%	-13%	-15%	4%	-2	1%	-2%	4%
CCOC(=O)c1ccc(-n2ccnc2)c(NC(=O)c2ccc(C(C)(C)C)cc2)c1	-3%	-12%	-9%	-15%	-4%	2	3%	-4%	-8%
O=C(O)[C@H](Cc1ccccc1)N1C(=O)c2c(Cl)c(Cl)c(Cl)c(Cl)c2C1=O	-13%	?	10%	-20%	-4%	-8	2%	-2%	1%
CC(=O)Oc1cccc(C(=O)O)c1OC(C)=O	5%[19.4 µM]	.	.	-4%	-3%	.	.	-6%	-11%
O=C(N/N=C\c1cc2c(cc1Cl)OCO2)c1cccs1	7%	7%	5%	1%	13%	-1	?	0%	-1%
C=CCn1c(Br)nc2c1c(=O)n(C)c(=O)n2C	-3%	24%	-5%	?	-3%	-1&-8	0%	0%	-6%
O=C1c2cccc3c(N4CCCCC4)ccc(c23)C(=O)N1c1cccc(O)c1	-21%	118%[activator]	-11%	13%	-3%	-8	-20%	2%	3%
CN1CCN(NC(=O)NC2CCCCC2)CC1	2%	2%	-7%	0%	9%	-1	4%	-1%	-4%
CSc1ccc(/C=C/C(=O)OCC(=O)N(C)CCC#N)cc1	-14%	-8%	-11%	1%	2%	-7	0%	1%	-1%
CCOc1ccc(NC(=O)Cc2c(O)c3ccccc3[nH]c2=O)cc1	-7%	-5%	-2%	-1%	0%	-3	27%	-3%	0%
Cc1ccc(S(=O)(=O)Nc2ccc(-c3ccc4nncn4n3)cc2)cc1	-9%	1%	6%	.	47%[activator]	-6	.	1%	.
Cc1ccc(-n2ncc(C(=O)Nc3ccc(C)c(F)c3)c2C2CCN(C(=O)OC(C)(C)C)CC2)cc1C	-7%	0%	-15%	6%	.	-1	-5%	-2%	-2%
CCN(CC)CC(O)c1ccc2ccc3ccc(O)cc3c2c1 (stereo unspecified)	-21%	56%[activator]	-15%	.	.	6	.	-5%	.
CCOc1ccccc1N1CCN(S(=O)(=O)c2cccs2)CC1	-13%	16%	-17%	-11%	-1%	0	3%	-2%	1%
COCCn1c(C)cc(C(=O)CSc2cc(C)c3ccccc3n2)c1C	-9%	-2%	-13%	2%	8%	3	4%	-2%	-5%
COc1ccccc1NC(=O)c1ccc(NC(=O)CSc2nnnn2C)cc1	-3%	?	-11%	6%	?	-4	2%	5%	-1%
CCOC(=O)CN(C(=O)CN1CCOCC1)c1ccc(Br)cc1	-6%	20%	2%	-9%	2%	-4	29%	-6%	1%
CC(C)c1c(C#N)c(N)nc(SCC(=O)c2cc3ccccc3oc2=O)c1C#N	-9%	-10%	9%	6%	0%	-5	2%	-7%	0%

Six compounds already listed, sorted by their value in APE1 inh, low to high.
Compound	Pol kappa inh	Pol iota inh	Pol eta inh	APE1 inh	LDHA block	Pol beta inh	GRP78 ERSR act	BLM helicase inh
CCOC(=O)c1ccc(-n2ccnc2)c(NC(=O)c2ccc(C(C)(C)C)cc2)c1	-3%	-12%	-9%	-4%	2	3%	-4%	-8%
O=C1c2cccc3c(N4CCCCC4)ccc(c23)C(=O)N1c1cccc(O)c1	-21%	118%[activator]	-11%	-3%	-8	-20%	2%	3%
CCOc1ccccc1N1CCN(S(=O)(=O)c2cccs2)CC1	-13%	16%	-17%	-1%	0	3%	-2%	1%
CCOc1ccc(NC(=O)Cc2c(O)c3ccccc3[nH]c2=O)cc1	-7%	-5%	-2%	0%	-3	27%	-3%	0%
COCCn1c(C)cc(C(=O)CSc2cc(C)c3ccccc3n2)c1C	-9%	-2%	-13%	8%	3	4%	-2%	-5%
CN1CCN(NC(=O)NC2CCCCC2)CC1	2%	2%	-7%	9%	-1	4%	-1%	-4%

A portion of the library; the hit share may differ from the screen's.
